PTHR1 agonist – qHTS for PTHR1 Agonists: Primary Screen; HEK293 GP2 PTHR1 cells, GloSensor cAMP luminescence, 1 h; AID 743266, 2014; 410,000 compounds, 0.075% hits; Parathyroid hormone/parathyroid hormone-related peptide receptor (Homo sapiens), Q03431; Potency, µM (doses to about 115 µM), for inactives: at the top dose activation, actives largely listed as activators; further: potency means the concentration at half of the fitted maximal effect; nearly all actives have a fitted effect of over 55% in size; some results filed as inactive show a strong effect at the top dose; inactives centre near -15; many of its hits are not listed in these tables
Target sequence (Q03431 whole entry, looked up): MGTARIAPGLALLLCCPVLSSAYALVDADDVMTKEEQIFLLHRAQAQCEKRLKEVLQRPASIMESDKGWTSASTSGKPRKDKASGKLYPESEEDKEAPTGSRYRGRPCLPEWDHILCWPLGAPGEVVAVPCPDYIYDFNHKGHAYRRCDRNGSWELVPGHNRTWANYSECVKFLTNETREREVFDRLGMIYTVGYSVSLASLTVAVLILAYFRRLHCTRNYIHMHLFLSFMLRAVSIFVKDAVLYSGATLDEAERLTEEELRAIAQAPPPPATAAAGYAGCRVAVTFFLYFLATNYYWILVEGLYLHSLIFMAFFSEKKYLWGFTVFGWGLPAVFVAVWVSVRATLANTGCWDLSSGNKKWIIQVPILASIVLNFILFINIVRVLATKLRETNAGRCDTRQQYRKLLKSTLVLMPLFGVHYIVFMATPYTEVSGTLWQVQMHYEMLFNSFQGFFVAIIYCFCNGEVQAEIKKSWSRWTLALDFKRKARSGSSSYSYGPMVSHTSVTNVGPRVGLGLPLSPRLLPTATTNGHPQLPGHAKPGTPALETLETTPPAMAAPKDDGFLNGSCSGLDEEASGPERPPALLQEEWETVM
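HEK-293-derived GP2 cells expressing PTHR1 and a GloSensor cAMP reporter, 3,000/well, plated overnight, given luciferin plus IBMX (each 0.5 mM as added) for 1 h at 37 °C, then compound for 1 h at 37 °C. Luminescence was read after 15 min at room temperature.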
DRD3 antagonist – qHTS of D3 Dopamine Receptor Antagonist: qHTS; 360,000 compounds, 2.5% hits; D(3) dopamine receptor (Homo sapiens), P35462; max response, negative = inhibition, %; D3R cells, DiscoveRx beta-arrestin luminescence, antagonist mode; active compounds read low; in the data active means max response below about -50%; inconclusive means no clear call, values can overlap the other calls; further: on the % scale 0 is the no-effect control and ±100 the full control effect; mostly tested at two doses, the higher about 12 µM
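Cells plated overnight at 1500 cells/well, then exposed to library compounds with dopamine controls for 90 minutes at 37 degrees C. DiscoveRx reagent added for 30–60 minutes at room temperature; luminescence read, quantitative HTS format.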
TDP43 rescue – qHTS of TDP-43 Inhibitors; TDP-43 expressing yeast growth rescue, BacTiter-Glo, 24 h; Potency, µM (doses to about 46.1 µM), for the others: top-dose growth rescue (activation), hits mostly activators; 410,000 compounds, 1.8% hits; AID 652104, 2013; further: potency means the concentration at half of the fitted maximal effect; % of control where 0% means no effect; nearly all actives have a fitted effect of over 50% in size
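Luminescence from BacTiter-Glo reports growth of TDP-43-expressing yeast after 24 hr at 30 deg C with compound. Cells were raffinose-pregrown to mid-log, then seeded in galactose medium at OD600=0.02.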
GLP1R inv ag – qHTS of GLP-1 Receptor Inverse Agonists (Inhibition Mode). AID 624417, 2012. 410,000 compounds, 1.6% hits. HEK293 GLP-1R CRE-luciferase, luminescence, 24 h; GLP-1R form is constitutively active. Potency, µM (titrated, usually from 38.3 µM), inactives show at the top dose activity change, negative = inhibition, most hits filed as inhibitors. Glucagon-like peptide 1 receptor (Homo sapiens), P43220; further: potency means the concentration at half of the fitted maximal effect; on the % scale 0 is the no-effect control and ±100 the full control effect; nearly all actives have a fitted effect of over 55% in size
Target sequence (P43220 whole entry, looked up): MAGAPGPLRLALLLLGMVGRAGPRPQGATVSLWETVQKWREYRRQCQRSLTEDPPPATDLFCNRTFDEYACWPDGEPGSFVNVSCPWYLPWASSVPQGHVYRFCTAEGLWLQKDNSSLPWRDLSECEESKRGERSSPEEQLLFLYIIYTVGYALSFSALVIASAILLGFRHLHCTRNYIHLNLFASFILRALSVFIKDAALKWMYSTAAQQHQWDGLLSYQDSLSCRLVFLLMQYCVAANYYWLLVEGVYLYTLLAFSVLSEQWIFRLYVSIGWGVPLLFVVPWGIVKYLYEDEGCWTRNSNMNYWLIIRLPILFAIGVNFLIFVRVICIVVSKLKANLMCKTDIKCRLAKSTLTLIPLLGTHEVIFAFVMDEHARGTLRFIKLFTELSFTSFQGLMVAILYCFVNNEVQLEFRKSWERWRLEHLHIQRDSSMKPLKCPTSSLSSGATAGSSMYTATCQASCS
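Assay principle: reduced luminescence from a cAMP-responsive reporter in HEK293 cells co-expressing a constitutively active GLP-1R. Conditions: 24 hr compound incubation, 37 deg C, 5% CO2.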
pAkt inh – HTS Assay for Inhibitors of Akt Phophorylation: Primary Screen; 360,000 compounds, 0.32% hits; activity change, % for hits at 50 µM; Neuro2A IGF-stimulated pAkt S473 HTRF, 20 min; active compounds read low; in the data active means activity change below about -80%; inconclusive means mostly about -51% to -80%; further: on the % scale 0 is the no-effect control and ±100 the full control effect
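Neuro2A cells in DMEM with 0.5% FBS, overnight at 37 deg C, given compound at single 50 µM final, then IGF (6 nM final) for 20 min at 37 deg C. Lysed; phospho-Akt Ser473 by HTRF after 24 h, 665/615 ratio.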
aSyn rescue – qHTS of alpha-syn Inhibitors; Yeast expressing alpha-synuclein, growth rescue, BacTiter-Glo, 24 h; Potency, µM (titrated, usually from 46.1 µM), for the others: at the top dose growth rescue (activation), hits mostly activators; 370,000 compounds, 0.14% hits; further: potency means the concentration at half of the fitted maximal effect; % of control where 0% means no effect; nearly all actives have a fitted effect of over 65% in size
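Readout is rescue of growth in alpha-synuclein-expressing yeast, so inhibitors of toxicity appear as activators. Growth after 24 hr at 30 deg C in galactose medium is quantified by luminescence.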
Abeta yeast res – qHTS for compounds that reverse cellular toxicity of Amyloid beta (A-beta) peptide in yeast: Primary Screen; AID 1347071, 2019; 410,000 compounds, 0.063% hits; Potency, µM (doses to about 46.1 µM), for inactives: top-dose growth rescue, most hits filed as activators; yeast expressing A-beta42, growth rescue, OD600, 48 h; response scale: 0% DMSO, 100% iron-clioquinol control; further: potency means the concentration at half of the fitted maximal effect; nearly all actives have a fitted effect of over 55% in size
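Growth rescue measured by 600 nm absorbance after 48 h yeast culture at 30 C with compound. Values normalized between DMSO and an equimolar ferric chloride plus clioquinol control.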
FUS yeast rescue – qHTS for Suppressors of FUS Proteinopathy: Primary screen using FUS-linked yeast assay | Potency, µM (doses to about 76.6 µM), without a hit: at the highest dose growth rescue (activation), actives largely listed as activators | AID 1347120, 2019 | S. cerevisiae FUS-expressing, growth rescue, OD600, 24 h | 390,000 compounds, 0.24% hits;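 further: potency means the concentration at half of the fitted maximal effect; plate controls were DMSO vehicle for no effect and reference control for full effect; nearly all actives have a fitted effect of over 55% in size; some results filed as inactive show a strong effect at the top dose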
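Yeast FUS proteinopathy model; galactose-induced FUS (2%), starting OD 0.005. Cpds in dilution series, 24hr, 30C, 99% humidity. Abs 600 nm growth. Pos ctrl CP55940 (top 92uM final); neg ctrl DMSO.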
GLP-1R agonist – qHTS of GLP-1 Receptor Agonists. Glucagon-like peptide 1 receptor (Homo sapiens), P43220. HEK293 GLP-1R CRE-luciferase, luminescence, 4-6 h; cells express a hypersensitive GLP-1R form. 380,000 compounds, 0.007% hits. Potency, µM (series often up to 45.6 µM), for inactives: at the top dose activation, hits mostly activators; further: potency means the concentration at half of the fitted maximal effect; % of control where 0% means no effect
* hit, by the source's call; i = inactive; ? = inconclusive; . = not tested or not shown; [ ] = dose if it differs, or a comment. Unless noted, the call rests on the fitted dose curve; in most records, active means well fitted curve in the direction sought with a large enough effect; inconclusive means small, poorly fitted or top-dose-only effect, or another doubt; inactive means no such curve, though single readings can be large; an effect the other way counts as inactive or inconclusive. The list is partial. The share of hits here may be higher or lower than overall.

(1) CC(C)(C)n1ncc2c(=O)n(Cc3c(Cl)cccc3Br)cnc21
(2) COc1ccc(-c2nc(C)c(C(C)=O)n2O)cc1OC
(3) COCCCNC(=O)c1ccc([N+](=O)[O-])cc1
(4) NC(=O)c1ccc[n+](CC(=O)c2ccc(NC(=O)c3ccccc3)cc2)c1
(5) CCC(OC(=O)c1nsc(Cl)c1Cl)C(=O)NCc1cccs1 (stereo unspecified)
entry no.	1	2	3	4	5
PTHR1 agonist	-53%[inhibitor]	i	i	i	-3%[57.5 µM]
DRD3 antagonist	.	7	9	-11	13
TDP43 rescue	.	-8%	-11%[0.397 µM]	12%	9%
GLP1R inv ag	.	-3%	7%	6%	-19%
pAkt inh	.	i	i	i	i
aSyn rescue	.	-7%	0%	2%	3%
Abeta yeast res	7%	-19%	0%	-5%	6%
FUS yeast rescue	12%	23%	20%	12%	27%
GLP-1R agonist	22%	11%	5%	-6%	-3%

(6) CCOc1ncccc1C(=O)Nc1ccc(S(=O)(=O)Nc2nc(C)cc(C)n2)cc1
(7) O=C(Nc1cc(-c2nn(CC(=O)N3CCCCC3)c(=O)c3ccccc23)ccc1N1CCOCC1)c1ccc(Cl)cc1
(8) S=c1[nH]nc(C2CCCCC2)n1/N=C/c1ccccc1Cl
(9) Nc1nnc(SCC(=O)OCC(=O)Nc2ccc(Br)cc2F)s1
(10) Cc1ccccc1OCCn1c(=S)[nH]c2ccccc21
entry no.	6	7	8	9	10
PTHR1 agonist	-8%	7%[57.5 µM]	-4%	-10%	i
DRD3 antagonist	?	2	-3	-15	-9
TDP43 rescue	13%	-4%	6%	-3%	?
GLP1R inv ag	146%[activator]	-30%	?	-13%	?
pAkt inh	i	i	i	i	i
aSyn rescue	-2%	3%	-17%	-1%	3%
Abeta yeast res	-19%	10%	17%	-15%	?
FUS yeast rescue	.	11%	15%	10%	-3%
GLP-1R agonist	?	3%	14%	0%	26%

(11) COc1ccc(CCC(=O)Nc2cc3c4c(c2)CC(=O)N4CCC3)cc1
(12) COc1ccc(NC(=O)C(C)N2C(=O)C3CC=C(Cl)CC3C2=O)cc1 (stereo unspecified)
(13) CCCCN(C)CCN1C(=O)C2C(C(=O)Nc3ccc(OC)cc3)C3C=CC2(O3)C1C(=O)NC1CCCCC1 (stereo unspecified)
(14) COc1ccc(C2=CC(c3ccc(OC)c(OC)c3)n3nnnc3N2)c(OC)c1 (stereo unspecified)
(15) CCc1nc2ccc(C(=O)N3CCCCC3)cn2c1N(C)CCCc1ccccc1
entry no.	11	12	13	14	15
PTHR1 agonist	-15%	-11%	i	-2%	i
DRD3 antagonist	-11	-25	-27	92	27
TDP43 rescue	-10%	-25%	-12%	?	23%
GLP1R inv ag	2%	3%	?	83%[activator]	1%
pAkt inh	i	i	i	i	i
aSyn rescue	0%	2%	3%	7%	-1%
Abeta yeast res	-10%	0%	-10%	-4%	6%
FUS yeast rescue	30%	.	-2%	?	2%
GLP-1R agonist	4%	13%	6%	12%	11%

Record cards, from the list above. Values in the order: PTHR1 agonist	DRD3 antagonist	TDP43 rescue	GLP1R inv ag	pAkt inh	aSyn rescue	Abeta yeast res	FUS yeast rescue	GLP-1R agonist
`COc1ccc(NC(=O)C(C)N2C(=O)C3CC=C(Cl)CC3C2=O)cc1` (stereo unspecified) is entered as -11%	-25	-25%	3%	i	2%	0%	.	13%
`COc1ccc(C2=CC(c3ccc(OC)c(OC)c3)n3nnnc3N2)c(OC)c1` (stereo unspecified) is entered as -2%	92	?	83%[activator]	i	7%	-4%	?	12%
`CCCCN(C)CCN1C(=O)C2C(C(=O)Nc3ccc(OC)cc3)C3C=CC2(O3)C1C(=O)NC1CCCCC1` (stereo unspecified) is entered as i	-27	-12%	?	i	3%	-10%	-2%	6%
`CCc1nc2ccc(C(=O)N3CCCCC3)cn2c1N(C)CCCc1ccccc1` is entered as i	27	23%	1%	i	-1%	6%	2%	11%

Next part.
(16) COc1ccc(Nc2ncnc3c2cnn3Cc2ccccc2)cc1OC
(17) Cn1nccc1C(=O)NC1CCCc2c1cnn2-c1cc(F)cc(F)c1 (stereo unspecified)
(18) COC(=O)c1ccc(NC(C)=O)o1
(19) Cc1ccc(S(=O)(=O)N2CCOCC2)cc1C(=O)NCCCN1CCCC1=O
(20) CCc1ccccc1N1CC(c2nc3ccccc3n2CCOc2ccc(Cl)c(C)c2)CC1=O (stereo unspecified)
entry no.	16	17	18	19	20
PTHR1 agonist	i	-89%[inhibitor]	i	-17%	-96%
DRD3 antagonist	1	18	1	25	.
TDP43 rescue	-22%	30%	9%	-2%	-11%
GLP1R inv ag	111%[activator]	?	-22%	-5%	?
pAkt inh	i	i	i	i	.
aSyn rescue	-8%	-5%	0%	0%	.
Abeta yeast res	6%	-7%	11%	-4%	-21%
FUS yeast rescue	4%	2%	-23%	-51%	25µM*
GLP-1R agonist	18%	-3%	-22%	-7%	.

(21) CCN1C(=O)C(C)S/C1=N\S(=O)(=O)c1ccc(F)cc1 (stereo unspecified)
(22) CC(C)(C)NC(=O)c1cccc(NC(=O)c2ccco2)c1
(23) O=C(OCC(=O)N1CCC(c2ccccc2)=N1)c1ccc([N+](=O)[O-])s1
(24) COC(=O)c1sc(C(C)(C)C)cc1CS(=O)(=O)c1ccccn1
(25) CCOC(=O)C(=O)/C(=C\N(C)C)c1onc(-c2c(F)cccc2Cl)c1C(=O)OC
entry no.	21	22	23	24	25
PTHR1 agonist	i	i	-74%[inhibitor]	-44%[inhibitor]	i
DRD3 antagonist	-7	-3	-5	-9	6
TDP43 rescue	0%	-7%	-94%[inhibitor]	7%	-3%
GLP1R inv ag	0%	20%	12%	-2%	-6%
pAkt inh	i	i	i	i	i
aSyn rescue	-6%	-9%	-49%[inhibitor]	-5%	22%
Abeta yeast res	1%	-8%	-92%[inhibitor]	-2%	16%
FUS yeast rescue	.	11%	0%	13%	-7%
GLP-1R agonist	1%	9%	6%	-4%	-3%

(26) CSc1c[n+]2c(n1C)CCC2
(27) COc1cccc(C(=O)Nc2ccc3[nH]ncc3c2)c1
(28) O=C(NCc1ccc2c(c1)OCO2)c1cc2c(s1)CSC2
(29) O=C(NCc1ccc(F)cc1)c1cc2c(s1)-c1ccccc1SC2
(30) COc1ccc(NC(=O)C2(C)CCN2Cc2ccccc2Cl)cc1OC (stereo unspecified)
entry no.	26	27	28	29	30
PTHR1 agonist	i	-19%	-18%	-23%	-57%[inhibitor]
DRD3 antagonist	9	28	8	.	59
TDP43 rescue	-13%	0%[1.82 µM]	-1%	?	26%
GLP1R inv ag	-22%	14%	14%	?	-22%
pAkt inh	i	i	i	.	i
aSyn rescue	-1%	2%	7%	.	-1%
Abeta yeast res	4%	5%	13%	15%	1%
FUS yeast rescue	-18%	17%	7%	-12%	-13%
GLP-1R agonist	-5%	5%	2%	.	27%

(31) Cc1ccc(CSCC(=O)N(C)CC(=O)Nc2ccccc2Cl)cc1
(32) CCN(CC)C(=O)c1ccccc1NC(=O)c1ccccc1SC
(33) COc1ccc(/C=C/C(=O)Nc2ccc(-n3nncc3-c3ccc(OC)c(OC)c3)cc2)cc1OC
(34) CCCSc1ncc(Cl)c(C(=O)Nc2sc3c(c2C(=O)OC)CCCC3)n1
(35) O=C(CNC(=O)c1cccs1)c1ccc(Br)cc1
entry no.	31	32	33	34	35
PTHR1 agonist	-3%	i	i	-24%	-14%
DRD3 antagonist	-10	6	20	.	2
TDP43 rescue	15%	-1%	8%	?	11%
GLP1R inv ag	?	-1%	113%[activator]	5%	18%
pAkt inh	i	i	i	.	i
aSyn rescue	1%	-4%	1%	-1%	7%
Abeta yeast res	13%	-16%	17%	-7%	-2%
FUS yeast rescue	21%	-6%	23%	-23%	-13%
GLP-1R agonist	20%	0%	?	.	2%

(36) COc1ccc(O)c(C(=O)c2cnn(C(=O)c3cccc(S(=O)(=O)N4CCOCC4)c3)c2)c1
(37) O=C1c2ccc(-c3ccc(Cl)c(C(F)(F)F)c3)cc2S(=O)(=O)c2cccc(C(=O)N3CCN(c4ccc(Cl)cn4)CC3)c21
(38) Cc1ccc(C2(C)NC(=O)N(CC(=O)Nc3ccc4c(c3)CCC4)C2=O)cc1 (stereo unspecified)
(39) O=C(CN1CCCCC1)NCC(=O)Nc1ccc(F)c(F)c1F
(40) CCCCN1C(=O)C(C(=O)OCC)CC2=C1CCCC2=O (stereo unspecified)
(41) Cc1ccc(NC(=O)CSc2nc(N)cc(=O)[nH]2)cc1S(=O)(=O)N1CCCCCC1
(42) CCC(C)NC(=O)CS(=O)Cc1nc(-c2cccc(OC)c2)oc1C (stereo unspecified)
(43) COc1cc([C@@H]2CC=C(C(=O)O)[C@H](c3ccccc3)N2S(=O)(=O)c2ccc(C)cc2)cc(OC)c1OC
entry no.	36	37	38	39	40	41	42	43
PTHR1 agonist	i	-14%	-37%[inhibitor]	i	i	i	i	8%
DRD3 antagonist	6	16	-7	-1	20	9	15	0
TDP43 rescue	-10%[9.22 µM]	2%	-3%	-16%	21%	-11%	8%	-19%
GLP1R inv ag	-24%	10%	?	-12%	2%	42%[activator]	-9%	2%
pAkt inh	i	i	i	i	i	i	i	i
aSyn rescue	0%	1%	-10%	-5%	3%	-5%	3%	-2%
Abeta yeast res	-17%	-3%	12%	0%	-6%	6%	6%	-10%
FUS yeast rescue	-4%	3%	-9%	.	-18%	?	17%	36%
GLP-1R agonist	-2%	-3%	8%	4%	0%	6%	-4%	0%

Screens from PubChem.
